ATXN viability: reduces viability in counter-screen for ATXN expression inhibitors; actives 0.49% (n = 400,000); S2 cells (HEK-293 line with an ATXN2-luciferase reporter) viability, CellTiter-Fluor protease fluorescence, 24 h; Potency, µM (doses to about 56.7 µM), hits mostly cytotoxic; note: potency is the fitted concentration of half-maximal effect; nearly all actives have a fitted effect of over 40% in size
TGFb SMAD3 inh: blocks TGF-b signaling; actives 1.2% (n = 410,000); HepG2 CAGA-GFP TGF-b/SMAD3 reporter, GFP fluorescence, 18 h; TGF-beta stimulated, 500 pg/mL final; Potency, µM (highest dose often 46.1 µM), without a hit: at the highest dose activity, negative = inhibition, usual class: inhibitors; note: potency is the fitted concentration of half-maximal effect; % is set by controls: 0 for no effect and ±100 for the full control effect; nearly all actives have a fitted effect of over 65% in size
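HEPG2 CAGA-GFP, 1000 cells/well; 2 h settle, 37 C; cpd via pin tool; TGF-b 500 pg/mL final; 18 h, 37 C; GFP imaging ex488/em500-530; %Activity normalised to -TGF-b and +DMSO controls; CRC fit, curve class.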
Nrf2 block: blocks Nrf2 signaling; A549 ARE-Fluc reporter, luciferase luminescence, 18-24 h; actives 2.1% (n = 360,000); Potency, µM (top dose mostly 46 µM), without a hit: top-dose activity change, negative = inhibition, actives largely listed as inhibitors; AID 504444; note: potency is the fitted concentration of half-maximal effect; % is set by controls: 0 for no effect and ±100 for the full control effect; nearly all actives have a fitted effect of over 60% in size
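A549 ARE_Fluc cells, 5000/well, 5% FBS OPTI-MEM; compounds in dose-response, 18-24 h at 37 °C/5% CO2; CellTiter-Fluor viability read (Ex 405/Em 525), then BugLite luciferase luminescence = Nrf2 activity.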
Mm-Cpn inhibitor: blocks the Methanococcus maripaludis chaperonin Mm-Cpn. purified Mm-Cpn ATPase, ADP Transcreener TR-FRET. Potency, µM (top dose mostly 76.9 µM), without a hit: at the top dose activity, negative = inhibition, usual class: inhibitors. actives 0.031% (n = 330,000); note: potency is the fitted concentration of half-maximal effect; % is set by controls: 0 for no effect and ±100 for the full control effect; nearly all actives have a fitted effect of over 80% in size
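ATPase turnover read by TR-FRET ADP competition (Eu cryptate antibody/ADP-d2, 665/590 nm): 10uM ATP final, 25nM Mm-CPN final, 30 min 37degC after 10-min compound preincubation, pH 7.4 Tris/KCl/MgCl2/DTT buffer.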
HepG2 viability: HepG2 cytotoxicity, counter-screen for TGF-b inhibitors. Potency, µM (series often up to 46.1 µM), inactives show top-dose activity change, negative = cytotoxicity, hits mostly cytotoxic. actives 0.76% (n = 410,000). HepG2 CAGA-GFP viability, ATP luminescence, 18 h. AID 588856; note: potency is the fitted concentration of half-maximal effect; some results filed as inactive show a strong effect at the top dose
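CellTiter-Glo luminescence gave cytotoxicity after 18 hours at 37 degrees C. The cells were HepG2 CAGA-GFP in 1% FBS DMEM, stimulated with 500 pg/mL TGF-beta after compound addition. %Activity was normalised to no-cell wells (complete cell-killing) and DMSO (no toxicity), and curves were fitted and classified.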
A549 viability: A549 cytotoxicity, counter-screen for Nrf2 inhibitors. actives 0.16% (n = 390,000). A549 ARE-Fluc cells, CellTiter-Fluor viability, 18-24 h. Potency, µM (top dose mostly 46 µM), for inactives: at the highest dose activity change, negative = cytotoxicity, actives largely listed as inhibitors. AID 504648; note: potency is the fitted concentration of half-maximal effect; % is set by controls: 0 for no effect and ±100 for the full control effect
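A549 ARE_Fluc cells in 5% FBS OPTI-MEM were exposed to compounds in concentration-response for 18-24 h at 37 deg C. Viability was read by CellTiter-Fluor fluorescence (Ex 405/Em 525) after 30 min, before the luciferase read.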
CCT modulator: cytosolic chaperonin activity modulation. purified chaperonin ATPase assay, HTRF ADP detection, 30 min. activity change, % (no concentration beside the values), hits read low. actives 0.3% (n = 360,000). AID 651819; in the data active = activity change below about -30%; note: % is set by controls: 0 for no effect and ±100 for the full control effect
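TRiC (40 or 20 nM final, by batch activity) in 30 mM Tris pH 7.4, 100 mM KCl, 5 mM MgCl2, 1 mM DTT was treated with compound at 76 uM single dose, then 10 uM ATP, 30 min at 37 °C. ADP was read by HTRF Transcreener.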
pAkt inh: blocks phosphorylation of Akt | Neuro2A IGF-stimulated pAkt S473 HTRF, 20 min; active compounds read low | activity change, % for hits at 50 µM | actives 0.32% (n = 360,000); in the data active = activity change below about -80%; inconclusive = mostly about -51% to -80%; note: % is set by controls: 0 for no effect and ±100 for the full control effect
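Single-point screen (50 µM final compound) in Neuro2A cells stimulated 20 min with 6 nM IGF at 37 deg C. After lysis, Ser473-phosphorylated Akt read by HTRF (ex 330 nm, em 615/665 nm) as the 665/615 ratio.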
Nrf2 ARE act: activators of Nrf2 (ARE) signaling; AREc32 ARE-luciferase reporter (MCF7-derived line), luminescence, 24 h; Potency, µM (series often up to 46.1 µM), inactives show at the top dose activation, hits mostly activators; actives 0.31% (n = 410,000); AID 624171; note: potency is the fitted concentration of half-maximal effect; % of control where 0% means no effect; nearly all actives have a fitted effect of over 65% in size
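ARE-driven firefly luciferase activity in AREc32 cells measured after a 24 hr compound exposure at 37 deg C, using Steady-Glo reagent and a 30 min room-temperature hold.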
Starred values were filed as active, the others as inactive; i = inactive; ? = inconclusive; nt = not tested or not shown; & = joins results of further samples. Unless noted, calls come from the whole dose curve; as a rule, active = well fitted curve in the direction sought with a large enough effect; inconclusive = small, poorly fitted or top-dose-only effect, or another doubt; inactive = no such curve, though single readings can be large; an effect the other way counts as inactive or inconclusive. Some of the compounds tested; the hit share may differ from the screen's.

Preview (3 entries):
mol | ATXN viability | TGFb SMAD3 inh | Nrf2 block | Mm-Cpn inhibitor | HepG2 viability | A549 viability | CCT modulator | pAkt inh | Nrf2 ARE act
CC[C@H]1CN2CCC1C[C@@H]2[C@@H](O)c1ccnc2ccc(OC)cc12 (some centres not stated) | i | -19% | -3% | nt | -9% | 3% | -0.1 | i | 3.6%
CCCCNC(=O)Nc1ccc(C(O)(C(=O)OCC)C(F)(F)F)cc1 (configuration not stated) | i | -8% | nt | -4% | 0% | 0% | -2.0 | i | -0.4%
C=C(COC(=O)CCC(=O)O)CC1CC(O)[C@]2(C)OC3CC4OC5C[C@]6(C)O[C@]7(C)CCC8OC9C[C@]%10(C)OC%11C(C)=CC(=O)OC%11CC%10OC9C[C@@H](C)C8OC7CC6O[C@]5(C)C/C=C\C4OC3CC2O1 (some centres not stated) | i | -6% | -8% | -1%&0% | nt | -1% | -1.6 | i | -0.4%

The listing (from the top)
mol | ATXN viability | TGFb SMAD3 inh | Nrf2 block | Mm-Cpn inhibitor | HepG2 viability | A549 viability | CCT modulator | pAkt inh | Nrf2 ARE act
CC[C@H]1CN2CCC1C[C@@H]2[C@@H](O)c1ccnc2ccc(OC)cc12 (some centres not stated) | i | -19% | -3% | nt | -9% | 3% | -0.1 | i | 3.6%
CCCCNC(=O)Nc1ccc(C(O)(C(=O)OCC)C(F)(F)F)cc1 (configuration not stated) | i | -8% | nt | -4% | 0% | 0% | -2.0 | i | -0.4%
C=C(COC(=O)CCC(=O)O)CC1CC(O)[C@]2(C)OC3CC4OC5C[C@]6(C)O[C@]7(C)CCC8OC9C[C@]%10(C)OC%11C(C)=CC(=O)OC%11CC%10OC9C[C@@H](C)C8OC7CC6O[C@]5(C)C/C=C\C4OC3CC2O1 (some centres not stated) | i | -6% | -8% | -1%&0% | nt | -1% | -1.6 | i | -0.4%
CN(C)c1cc(N)c2c(n1)CCC2 (tested in a mixture with another compound) | i | 11% | 4% | -3% | 5% | nt | 0.3 | i | -0.7%
O=c1[nH]c(=S)[nH]c(O)c1N=Nc1ccc(SC(F)F)cc1 | ? | -23% | 5% | 1% | -23% | 0% | -0.7 | i | 16µM*
CC(C)OP(=O)(OC(C)C)C(NCc1ccccc1)c1ccccc1 (configuration not stated) | i | -3% | ? | -2% | -26% | 0% | -3.0 | i | 0.2%
O=C1CC2OCC=C3CN4CCC56c7cc([N+](=O)[O-])ccc7N1C5C2C3CC46 (configuration not stated) | i | -10% | -16% | -2% | -9% | 3% | -0.1 | i | 0.0%
COc1ccc(NC2Oc3cc4c(cc3C(c3cc(OC)c(OC)c(OC)c3)C2C)OCO4)cc1 (configuration not stated) | i | ? | ? | nt | -30% | ? | -1.4 | i | 0.2%
Cc1ccc(-c2cc(NC(=O)c3ccccc3)on2)cc1 | i | 16% | ? | -4% | -19% | 1% | -2.9 | i | 3.3%
Cc1ccc2c(c1)c(=O)c1c3n2CCN(CC2CO2)C3CC1 (configuration not stated) | i | 17% | ? | 1% | 3% | 0% | 0.8 | i | 2.1%
CCN(CC)c1ccc(N=Cc2c(O)n(-c3cc(OC)ccc3OC)c(=O)[nH]c2=O)cc1 | i | 0% | 1% | -6% | 0% | 2% | -7.8 | i | ?
CC(=O)O[C@@H]1CC[C@]2(C)C3CC[C@]4(C)C(=O)[C@H](O)CC4C3[C@@H](OC(C)=O)C[C@H]2C1 (some centres not stated) | i | -5% | 3% | ? | -8% | 2% | -0.7 | i | 1.6%
O=C(NC1CCCCCC1)c1ccc[nH]c1=S | i | ? | 7% | 1% | 2% | 0% | 1.4 | i | 0.2%
COc1ccc(OCC(=O)N2CCN(Cc3cc(=O)n4nc(-c5ccccc5C)sc4n3)CC2)cc1 | i | -38% | nt | nt | -14% | 6% | nt | nt | 5.4%
C=C(C)Cn1c(=O)n(CC2CS2)c2ccccc21 (configuration not stated) | i | 18% | 9% | 0% | -3% | -5% | -2.3 | i | 15%
CC(=Nc1ccc2c(c1)CCC2)c1c(O)n(C2CCCCC2)c(=O)[nH]c1=O | i | -2% | 5% | 1% | -1% | 1% | -2.2 | i | -0.1%
COc1cccc(Cn2c(-c3cccs3)noc2=O)c1 | i | 1% | nt | 1% | -23% | 22% | -0.8 | i | 3.3%
CN1C(=O)/C(=C/c2cccn2-c2ccc3ccccc3c2)C(=O)NC1=S | nt | 16µM* | nt | -3% | -51% | ? | 0.2 | i | 0.6%
COc1ccc(Cl)cc1NC(=O)CN1C(=O)CN=C(c2ccccc2)c2cc(Cl)ccc21 | i | ? | ? | nt | -24% | 0% | nt | nt | -0.3%
Cc1ccc(S(=O)(=O)Cc2ccc(C(=O)N3CCC4(CC3)OCCO4)o2)cc1 | i | 1% | -20% | 0% | 0% | -6% | 1.7 | i | -1.1%
CCCCC1(CC)COP(=O)(OCC(Cl)(Cl)Cl)OC1 (configuration not stated) | i | -2% | -6% | nt | -18% | 3% | 0.3 | i | 0.0%
NC12CN3CN(CN(C3)C1)C2 (tested in a mixture with another compound) | i | -6% | 9% | -1% | -1% | -2% | 3.0 | i | 0.0%
COC(=O)C1=C(c2cc3ccccc3s2)C[C@@H]2CC[C@H]1N2C(=O)N1CCCC1 | ? | ? | ? | nt | -23% | 0% | -2.5 | i | 3.6%
Cc1cc(OCC(=O)N2C[C@H]3C[C@@H](C2)c2cccc(=O)n2C3)c2c(C)cc(=O)oc2c1 | i | 14% | 2% | 0% | -10% | -7% | -1.2 | i | -0.4%
COc1cccc(C(c2nnnn2-c2c(C)cccc2C)N2CCC(n3c(=O)[nH]c4ccccc43)CC2)c1OC (configuration not stated) | ? | ? | nt | nt | -3% | nt | 0.0 | i | 1.3%
C/C=C1/CN2C3CC1C(CO)(C(=O)OC)C2Cc1c3n(C)c2ccccc12 (configuration not stated) | i | -2% | 8% | -2% | -12% | 0% | 0.3 | i | -0.4%
O=C(NC(=S)N1CC1)c1ccccc1 | i | 1% | nt | nt | -3% | nt | 1.4 | i | -0.7%
CC(C)CC1C(=O)N2CCC[C@H]2[C@]2(O)O[C@](NC(=O)[C@@H]3C=C4c5cccc6[nH]c(Br)c(c56)C[C@H]4N(C)C3)(C(C)C)C(=O)N12 (some centres not stated) | nt | ? | 16µM* | nt | -25% | -5% | nt | nt | nt
COc1cc(OC)cc(C(=O)NC(=S)N2C[C@H]3C[C@H](C2)c2cccc(=O)n2C3)c1 | i | 1% | -16% | 0% | -1% | 10% | -1.2 | i | -0.4%
CC1CCN(C(=O)c2ccc(N3CC4CC(C3)c3cccc(=O)n3C4)c([N+](=O)[O-])c2)CC1 (configuration not stated) | ? | 7% | 9% | 0% | 3% | -11% | 0.2 | i | 0.1%
COC(=O)CC1(Cc2ccccc2)C(=O)NC(=O)NC1=O | i | 3% | 9% | 1% | -2% | -9% | -5.4 | i | -1.2%
C[C@]12CCC3C(CCC4=CC(O)CC[C@@]43/C=N/O)C1(O)CCC2C1=CC(=O)OC1 (some centres not stated) | i | 7.9µM* | ? | -3% | -53% | -6% | -2.1 | i | -3.0%
Nc1ccc(-c2ccc(N)cc2)cc1 | i | 13% | 9% | nt | 1% | -2% | -2.0 | i | 1.9%
COc1ccccc1N1CCN(C2CCCN(C(=O)COc3ccccc3Cl)C2)CC1 (configuration not stated) | i | -8% | ? | 0% | -23% | 1% | 0.9 | i | -0.4%
C=CCn1c(O)c(C(C)=NCCN2CCN(C(=S)NC)CC2)c(=O)[nH]c1=O | i | 0% | 2% | 1% | 5% | -3% | 2.1 | i | 3.5%
O=C(N/N=C/c1c(O)n(-c2cccc3ccccc23)c(=O)[nH]c1=O)c1ccncc1 | i | 20% | 3% | 2% | 18% | -8% | -1.4 | i | -0.6%
O=c1c2ccccc2nc(-c2ccccc2)n1-c1ccccn1 | i | 20% | 4% | -2% | -3% | -8% | -3.5 | i | -0.5%
Oc1c(Br)cc(Br)cc1CN1CCN(Cc2ccccc2)CC1 | i | -12% | 6% | 0% | -23% | 1% | -4.5 | i | 3.9%
N#CC1=C(N)Oc2c(c(=O)oc3ccccc23)C1c1ccncc1 (configuration not stated) | i | -3% | 5% | 0% | -10% | 11% | -0.9 | i | 0.3%
CCCn1cc(CN2CCCC(C(=O)c3cccc(OC)c3)C2)c(C)n1 (configuration not stated) | i | -12% | ? | -3% | -34% | -16% | 0.5 | i | -0.2%
CCC(=NCc1ccco1)c1c(O)n(-c2ccc(OC)cc2)c(=O)[nH]c1=O | i | 3% | ? | -2% | 9% | 7% | 1.0 | i | -0.3%
COC(=O)N(c1ccc(OC)cc1)P1(=S)OCCC(C)O1 (configuration not stated) | i | 0% | 18% | -1% | 18% | 1% | -3.6 | nt | 0.1%
FC(F)(F)Oc1ccc(NC2=NCCCS2)cc1 | ? | -18% | -9% | 0% | -26% | -14% | 1.6 | i | 5.0%
CCS(=O)(=O)CCSP(=O)(OC)OC | i | 0% | 11% | nt | -32% | 1% | -1.4 | i | -0.7%
O=C(COc1ccccc1F)N1CCN(Cc2cc(=O)n3nc(-c4ccccc4Cl)sc3n2)CC1 | i | -10% | nt | nt | -4% | 1% | nt | nt | 20%
CCOc1ccc(-n2c(O)c(C=Nc3ccc(N4CCOCC4)cc3)c(=O)[nH]c2=O)cc1 | i | 9% | -12% | 1% | -2% | -9% | -1.2 | i | 0.5%
CC1C(c2cccs2)=[N+]([O-])C(C)(C(=O)c2ccc(Cl)cc2)N1O (configuration not stated) | i | 9% | -16% | nt | 9% | 2% | 1.4 | i | 0.4%
O=C(Nc1cccc(Br)c1)Oc1cccc2cccnc12 | ? | ? | nt | nt | 2.8µM* | nt | 1.1 | i | 6.4%
CC1CCCN(C(=O)CCl)C1 (configuration not stated) | i | -3% | -9% | -1% | 17% | -4% | 1.3 | i | 7.6%
